FID counter: displaces DNA intercalator in HCV helicase counter-screen | DNA fluorescent intercalator displacement, fluorescence | inhibition, % at 7.9 µM | actives 0.17% (n = 290,000) | AID 1845; in the data active = inhibition above about 37%;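 note: 0% = vehicle and 100% = reference compound; higher means more ethidium bromide displaced from hairpin DNA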
PHOSPHO1 inh: inhibitors of human PHOSPHO1 phosphatase | recombinant PHOSPHO1, absorbance phosphatase assay | Q8TCT1 | actives 1.1% (n = 290,000) | inhibition, % at 13.3 µM; in the data active = inhibition above about 60%
MEKK3 PB1 HTS: MEKK3-MEK5 PB1 interaction, increase or decrease; actives 1.4% (n = 290,000); binding response (% of control), % at 10 µM; bead-based flow cytometry, Alexa488-MEK5 binding to MEKK3; actives lie on both sides; 0 = blocked by unlabeled MEK5, 100 = vehicle; AID 1529; Q99759;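 active = binding response more than 3 SD above or below the average of its plate-row segment, actives on both sides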;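 note: Alexa488 bead fluorescence after subtracting the streptavidin-only scavenger bead signal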
Target sequence (Q99759 whole entry, looked up): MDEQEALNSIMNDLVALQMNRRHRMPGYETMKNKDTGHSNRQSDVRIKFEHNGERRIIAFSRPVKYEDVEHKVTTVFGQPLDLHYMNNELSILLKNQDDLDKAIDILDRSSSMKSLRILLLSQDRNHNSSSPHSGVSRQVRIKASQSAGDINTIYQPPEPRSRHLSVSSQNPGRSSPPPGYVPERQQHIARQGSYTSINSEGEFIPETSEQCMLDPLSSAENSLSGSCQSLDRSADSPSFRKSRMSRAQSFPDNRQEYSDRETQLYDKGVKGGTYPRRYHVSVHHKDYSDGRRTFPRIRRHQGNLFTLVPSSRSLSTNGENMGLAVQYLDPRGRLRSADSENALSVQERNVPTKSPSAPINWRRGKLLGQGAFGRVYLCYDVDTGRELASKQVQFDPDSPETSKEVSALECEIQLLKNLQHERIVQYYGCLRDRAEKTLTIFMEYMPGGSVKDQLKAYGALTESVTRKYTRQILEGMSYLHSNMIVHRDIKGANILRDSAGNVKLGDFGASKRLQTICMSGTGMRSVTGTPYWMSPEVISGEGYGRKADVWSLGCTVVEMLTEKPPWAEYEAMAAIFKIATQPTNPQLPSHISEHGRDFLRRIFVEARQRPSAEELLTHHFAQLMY
OXTR ag: human OXTR agonism. P30559. CHO-OTR cells, Fluo-8 calcium fluorescence; normalized: DMSO 0%, oxytocin 100%. activation, % at 3 µM. actives 0.32% (n = 320,000). AID 2435;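 active = activation above the mean of all tested compounds plus 3 SD, cutoff set per screening run, cut at about 20% in these data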;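 note: peak over basal fluorescence ratio from a 100 s FLIPR kinetic read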
MEKK2 mut-MEK5: signal of MEK5 binding to mutant human MEKK2 PB1 domain. actives 0.35% (n = 290,000). percent response, % at 10 µM. bead flow cytometry, Alexa488-MEK5 binding to MEKK2 mutant; in the data active = percent response above about 24%, passing the limit was not always enough; note: inactives centre near 1; some results filed as inactive read as strong as hits; reference of the scale not given here
MEKK2 WT-MEK5: raises or lowers MEK5 binding to wildtype human MEKK2 PB1 domain; binding response (% of control), % at 10 µM; AID 1531; bead flow cytometry, Alexa488-MEK5 binding to MEKK2 WT; actives lie on both sides; actives 1.1% (n = 290,000); in the data active = binding response below about 67% or above about 130%
M18AAP inhibitor: blocks P. falciparum M18 aspartyl aminopeptidase | inhibition, % at 7.35 µM | recombinant PfM18AAP, H-Glu-NHMec fluorogenic cleavage | actives 1.2% (n = 290,000) | AID 1822;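 active = inhibition above the campaign mean inhibition over all tested compounds plus 3 SD, cut at about 28% in these data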;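 note: 0% = plate median of test compound wells and 100% = 2 mM ZnCl2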
GPR7 antag: blocks human GPR7 receptor signaling; P48145; actives 1.1% (n = 290,000); inhibition, % at 4.4 µM; GPR7-expressing cells, fluorescence antagonist assay; AID 1861; in the data active = inhibition above about 16%, passing the limit was not always enough;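 note: cells stimulated with the agonist NPW; 0% = agonist with vehicle and 100% = vehicle without agonist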
NALP1 yeast inh: inhibitors of NALP1 inflammasome in yeast | inhibition, % at 10 µM | actives 0.61% (n = 280,000) | S. cerevisiae NALP1/ASC/caspase-1 growth, X-gal OD620, 72 h | AID 2071; in the data active = inhibition mostly above about 24%, no sharp cut-off; inactive = mostly below about 32%; note: some compounds called inactive have numbers as strong as hits
The depositor's hits bear a star; x = not tested or not shown.

| smiles | MEKK2 mut-MEK5 | GPR7 antag | NALP1 yeast inh | MEKK3 PB1 HTS | OXTR ag | MEKK2 WT-MEK5 | PHOSPHO1 inh | FID counter | M18AAP inhibitor |
| --- | --- | --- | --- | --- | --- | --- | --- | --- | --- |
| CN(C)CCCNC(=O)c1ccccc1Oc1ccccc1 | -19 | -2 | 5 | 83 | -1.7 | 98 | -1 | 3 | -4 |
| Cc1onc(-c2c(F)cccc2Cl)c1C(=O)Nc1sc2c(c1C#N)CCC(C(C)(C)C)C2 (stereo not given) | 0 | 0 | -26 | 100 | 1.0 | 95 | 11 | -5 | -6 |
| COc1ccc(C(=O)NCc2nnc(SCCOc3ccccc3)n2C)cc1 | 0 | -10 | -4 | 102 | -0.9 | 104 | 34 | -25 | 0 |
| O=C(Nc1ccc2c(c1)CCC2)C1CCN(c2ncccn2)CC1 | 1 | 3 | -1 | 100 | -1.5 | 101 | 26 | -12 | 2 |
| CCCc1nc2nc(C)c(NS(=O)(=O)c3ccc(Cl)cc3)c(=O)n2[nH]1 | -1 | -5 | 27 | 103 | -0.1 | 103 | 32 | -10 | -11 |
| C/C(CC(=O)Nc1ccc(OCc2ccccc2)cc1)=N\NC(=O)C(=O)Nc1ccccc1C | 2 | -2 | 19 | 104 | -1.4 | 105 | -9 | -11 | 7 |
| CCOC(=O)c1sc(C)c2c(=O)n(Cc3ccc(Cl)cc3)c(C)nc12 | -4 | -9 | 4 | 89 | -2.3 | 91 | 42 | -10 | 4 |
| O=C(N=C1SC2CS(=O)(=O)CC2N1c1cc(Cl)ccc1Cl)C1CC1 (stereo not given) | 0 | -14 | 20 | 101 | 1.4 | 104 | 18 | -12 | 3 |
| Cc1ccc(C(=O)N(CCCN(C)C)c2nc3ccc(Cl)cc3s2)cc1C | -3 | 18 | -14 | 70 | 8.7 | 118 | 6 | 27 | -11 |
| CC(C)(C)OC(=O)N1CCN(C(=O)Nc2ccc3c(c2)OCCO3)CC1 | -2 | -10 | 9 | 106 | 0.8 | 100 | -37 | -13 | -6 |

Arranged by molar mass (lowest first): some entries from above.
| smiles | MEKK2 mut-MEK5 | GPR7 antag | NALP1 yeast inh | MEKK3 PB1 HTS | OXTR ag | MEKK2 WT-MEK5 | PHOSPHO1 inh | FID counter | M18AAP inhibitor |
| --- | --- | --- | --- | --- | --- | --- | --- | --- | --- |
| CCOC(=O)c1sc(C)c2c(=O)n(Cc3ccc(Cl)cc3)c(C)nc12 | -4 | -9 | 4 | 89 | -2.3 | 91 | 42 | -10 | 4 |
| O=C(N=C1SC2CS(=O)(=O)CC2N1c1cc(Cl)ccc1Cl)C1CC1 (stereo not given) | 0 | -14 | 20 | 101 | 1.4 | 104 | 18 | -12 | 3 |
| C/C(CC(=O)Nc1ccc(OCc2ccccc2)cc1)=N\NC(=O)C(=O)Nc1ccccc1C | 2 | -2 | 19 | 104 | -1.4 | 105 | -9 | -11 | 7 |

Going on with the list.
| smiles | MEKK2 mut-MEK5 | GPR7 antag | NALP1 yeast inh | MEKK3 PB1 HTS | OXTR ag | MEKK2 WT-MEK5 | PHOSPHO1 inh | FID counter | M18AAP inhibitor |
| --- | --- | --- | --- | --- | --- | --- | --- | --- | --- |
| O=C(CCS(=O)(=O)c1cc2c(cc1Cl)NC(=O)CO2)NCc1ccccc1 | 4 | -2 | -1 | 99 | -0.7 | 101 | 31 | -6 | 1 |
| Cn1c2ccccc2c(=O)c2ccc(C#CC3(N)CCCCC3)cc21 | 4 | 12 | 22 | 99 | -0.3 | 103 | -13 | 20 | 8 |
| CC1=C(C(=O)Nc2ccccn2)C(c2ccc3c(c2)OCO3)C2=C(CC(C)(C)CC2=O)N1 (stereo not given) | -6 | 4 | 9 | 95 | 0.4 | 93 | -21 | -10 | -6 |
| Cc1ccc(S(=O)(=O)N(C)c2ccc(C(=O)NCc3ccccn3)cc2)cc1 | -2 | 0 | 8 | 97 | 0.1 | 92 | 37 | -21 | -1 |
| COc1ccc2ncn(-c3ccccc3)c2c1 | 0 | -16 | 22 | 101 | -0.8 | 97 | 28 | -8 | 1 |
| Cc1cccc(OCCc2nnc(N)s2)c1C | 3 | 1 | 18 | 115 | 2.5 | 110 | 19 | 2 | -12 |
| CCOC(=O)N1CCN(C2CCCN(C(=O)c3ccccc3C(F)(F)F)C2)CC1 (stereo not given) | -7 | -3 | 20 | 98 | x | 96 | x | -21 | -8 |
| NC(=O)c1nnsc1-c1ccc(-c2snnc2C(N)=O)cc1 | 1 | 2 | 14 | 93 | -0.9 | 92 | 34 | 1 | -6 |
| CCOC(=O)N/N=C/c1ccc(Oc2ccccc2)cc1 | -2 | -16 | 3 | 99 | x | 96 | -2 | -9 | 3 |
| Cc1cccc(N2CCN(C(=O)Cn3sc4nc(C)cc(C)c4c3=O)CC2C)c1 (stereo not given) | 10 | 5 | -7 | 106 | 15 | 108 | 15 | -32 | 49* |

An excerpt of these results, with values under each structure.
Each structure is followed by: MEKK2 mut-MEK5 | GPR7 antag | NALP1 yeast inh | MEKK3 PB1 HTS | OXTR ag | MEKK2 WT-MEK5 | PHOSPHO1 inh | FID counter | M18AAP inhibitor
> Cc1ccc(C(=O)N(CCCN(C)C)c2nc3ccc(Cl)cc3s2)cc1C
    -3 | 18 | -14 | 70 | 8.7 | 118 | 6 | 27 | -11
> CC(C)(C)OC(=O)N1CCN(C(=O)Nc2ccc3c(c2)OCCO3)CC1
    -2 | -10 | 9 | 106 | 0.8 | 100 | -37 | -13 | -6
> O=C(CCS(=O)(=O)c1cc2c(cc1Cl)NC(=O)CO2)NCc1ccccc1
    4 | -2 | -1 | 99 | -0.7 | 101 | 31 | -6 | 1
> Cn1c2ccccc2c(=O)c2ccc(C#CC3(N)CCCCC3)cc21
    4 | 12 | 22 | 99 | -0.3 | 103 | -13 | 20 | 8
> CC1=C(C(=O)Nc2ccccn2)C(c2ccc3c(c2)OCO3)C2=C(CC(C)(C)CC2=O)N1 (stereo not given)
    -6 | 4 | 9 | 95 | 0.4 | 93 | -21 | -10 | -6
> Cc1ccc(S(=O)(=O)N(C)c2ccc(C(=O)NCc3ccccn3)cc2)cc1
    -2 | 0 | 8 | 97 | 0.1 | 92 | 37 | -21 | -1
> COc1ccc2ncn(-c3ccccc3)c2c1
    0 | -16 | 22 | 101 | -0.8 | 97 | 28 | -8 | 1
> Cc1cccc(OCCc2nnc(N)s2)c1C
    3 | 1 | 18 | 115 | 2.5 | 110 | 19 | 2 | -12
> CCOC(=O)N1CCN(C2CCCN(C(=O)c3ccccc3C(F)(F)F)C2)CC1 (stereo not given)
    -7 | -3 | 20 | 98 | x | 96 | x | -21 | -8
> NC(=O)c1nnsc1-c1ccc(-c2snnc2C(N)=O)cc1
    1 | 2 | 14 | 93 | -0.9 | 92 | 34 | 1 | -6
> CCOC(=O)N/N=C/c1ccc(Oc2ccccc2)cc1
    -2 | -16 | 3 | 99 | x | 96 | -2 | -9 | 3
> Cc1cccc(N2CCN(C(=O)Cn3sc4nc(C)cc(C)c4c3=O)CC2C)c1 (stereo not given)
    10 | 5 | -7 | 106 | 15 | 108 | 15 | -32 | 49*

Later entries.
| smiles | MEKK2 mut-MEK5 | GPR7 antag | NALP1 yeast inh | MEKK3 PB1 HTS | OXTR ag | MEKK2 WT-MEK5 | PHOSPHO1 inh | FID counter | M18AAP inhibitor |
| --- | --- | --- | --- | --- | --- | --- | --- | --- | --- |
| Cc1ccc(Nc2nc(N)nc(CSc3nnc(C)s3)n2)cc1 | 1 | -11 | x | 104 | -0.5 | 96 | 46 | -21 | 0 |
| O=C(O)c1ccccc1C(=O)Nn1cnnc1 | 10 | -15 | 0 | 106 | 0.2 | 115 | 20 | -3 | 37* |
| CCCCn1nnnc1NCc1ccc(C)s1 | -1 | -10 | -2 | 90 | 0.3 | 97 | -8 | -4 | 0 |
| Cn1c(=O)c([N+](=O)[O-])c(NCc2ccccc2)c2ccccc21 | 8 | -10 | x | 106 | -1.8 | 107 | 1 | 2 | -5 |
| O=C(NCCc1ccccn1)c1cc2ccccc2o1 | 2 | -12 | 5 | 104 | 2.4 | 105 | 27 | -4 | -10 |
